# Screening results as filed in PubChem.
# DT40 TDP1 no CPT – qHTS for Inhibitors of human tyrosyl-DNA phosphodiesterase 1 (TDP1): qHTS in cells in absence of CPT; DT40 Tdp1-/- hTDP1 cells, no CPT, ATP luminescence, 48 h; Potency, µM (doses to about 46.2 µM), for inactives: at the highest dose activity change, negative = growth inhibition, usual class: inhibitors; 15% of 420,000 active; further: nearly all actives have a fitted effect of over 55% in size
#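 Luminescent ATP content (CellTiter-Glo) served as the growth readout. Knockout chicken DT40 cells expressing human TDP1 were exposed to compounds without camptothecin for a minimum 48 hr at 37 °C.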
# GCN5L2 inh – inhibitors of human GCN5L2 histone acetyltransferase. Potency, µM (titrated, usually from 58.9 µM), without a hit: at the highest dose activity change, negative = inhibition, actives largely listed as inhibitors. Q92830. GCN5L2 HAT assay, ThioGlo1 CoA-SH fluorescence. 0.21% of 390,000 active
# Target sequence (Q92830 whole entry, looked up): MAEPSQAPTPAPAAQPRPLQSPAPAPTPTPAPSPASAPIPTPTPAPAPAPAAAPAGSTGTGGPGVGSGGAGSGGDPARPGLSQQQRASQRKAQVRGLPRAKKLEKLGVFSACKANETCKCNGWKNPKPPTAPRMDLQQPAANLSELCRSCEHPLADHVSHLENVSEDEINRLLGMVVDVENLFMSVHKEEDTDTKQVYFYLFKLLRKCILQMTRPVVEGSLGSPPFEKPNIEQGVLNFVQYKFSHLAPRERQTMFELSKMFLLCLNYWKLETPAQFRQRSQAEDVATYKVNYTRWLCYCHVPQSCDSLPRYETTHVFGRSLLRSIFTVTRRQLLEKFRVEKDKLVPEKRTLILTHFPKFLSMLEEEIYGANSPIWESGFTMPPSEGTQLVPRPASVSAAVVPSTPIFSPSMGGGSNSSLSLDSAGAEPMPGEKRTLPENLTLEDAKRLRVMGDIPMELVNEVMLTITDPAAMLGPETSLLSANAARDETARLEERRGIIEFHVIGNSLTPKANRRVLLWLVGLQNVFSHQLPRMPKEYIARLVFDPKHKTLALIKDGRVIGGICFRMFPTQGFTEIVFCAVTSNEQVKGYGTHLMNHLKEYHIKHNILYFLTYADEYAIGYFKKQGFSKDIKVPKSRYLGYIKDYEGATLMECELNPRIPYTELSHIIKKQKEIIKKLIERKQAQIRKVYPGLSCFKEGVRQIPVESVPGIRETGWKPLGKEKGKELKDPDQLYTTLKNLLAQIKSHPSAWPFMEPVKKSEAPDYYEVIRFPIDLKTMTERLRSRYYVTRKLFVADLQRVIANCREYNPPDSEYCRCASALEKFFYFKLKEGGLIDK
#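 qHTS, 1536-well. 20nM enzyme, pH 7.5 HEPES/EDTA/Tween-20 buffer; 15 min compound preinc., RT. Start: 75uM H3(1-25), 70uM AcCoA, 50uM ThioGlo1. Read Ex340/Em540 at t=0 (autofluorescence flag) and t=20 min.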
# TDP1 cell CPT – DT40-hTDP1 cell growth loss with CPT; 12% of 420,000 active; AID 686979; Potency, µM (top dose mostly 46.2 µM), without a hit: top-dose activity change, negative = growth inhibition, hits mostly inhibitors; chicken DT40 Tdp1-/-;hTDP1 cells + 20 nM CPT, ATP luminescence, 48 h; further: nearly all actives have a fitted effect of over 55% in size
#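 Cell growth measured by CellTiter-Glo luminescence after a minimum 48 h, 37 C compound exposure with 20 nM CPT in Tdp1-knockout DT40 cells stably expressing hTDP1, seeded 400/well; qHTS titration format.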
# Active calls of the source: *; ? = inconclusive; · = not tested or not shown; & = joins results of further samples; [ ] = remark or other dose. The call rests on the fitted dose curve; in most records, active means well fitted curve in the direction sought with a large enough effect; inconclusive means small, poorly fitted or top-dose-only effect, or another doubt; inactive means no such curve, though single readings can be large; an effect the other way counts as inactive or inconclusive. On the % scale 0 is the no-effect control and ±100 the full control effect; potency means the concentration at half of the fitted maximal effect.
SMILES,DT40 TDP1 no CPT,GCN5L2 inh,TDP1 cell CPT
COc1ccccc1-c1nnc(SC(C)C(=O)O)n1-c1ccccc1 (stereo not given),1%,-6%,6%
Cc1ccc(C)c(S(=O)(=O)c2cn(Cc3ccccc3)c3cc(F)c(F)cc3c2=O)c1,?,-1%,?
COc1ccccc1N1CCN(CC2CN3C(=O)N(C)c4ccccc4C3=N2)CC1 (stereo not given),?,22%,?
COc1cc(C(=O)OCC(=O)Nc2ccccc2C(=O)NC2CC2)c([N+](=O)[O-])cc1OC,-18%,1%,-5%
O=C(Nc1ccc(S(=O)(=O)N2CCOCC2)cc1)c1ccc2ncsc2c1,2%,-12%,?
O=C(O)[C@H](O)[C@@H](O)[C@H](O[C@@H]1O[C@H](CO)[C@H](O)[C@H](O)[C@H]1O)[C@H](O)CO,3%[21.1 µM],·,-1%[21.1 µM]
Cc1cc(C)c2c(=O)[nH]c(SCC(=O)c3ccc(F)c(C)c3)nc2n1,-17%,-3%,4%
COc1ccc(C2C(C(=O)c3ccco3)=C(O)C(=O)N2Cc2cccnc2)cc1OC (stereo not given),0%,-3%,-1%
CN(C)CCNC(=O)c1ccc(-c2cn3c(-c4ccc(Oc5ccccc5)cc4)cnc3cn2)cc1,?,·,?
CN(CCO)C(=O)C(c1ccccc1)c1ccccc1,-10%,-5%,14%
CC1(C)CC(=O)C2=C(C1)N1CCCCC1CC2=O (stereo not given),-1%,-16%,-4%
CC(=O)c1ccc(NC(=O)COc2ccccc2-c2nc(C(C)C)no2)cc1,?,-10%,-29%
Cc1ccc(OCC(=O)NNC(=S)NCc2ccccc2)cc1,-7%,-4%,15%
Cc1ccc(C)c(N(CC(=O)Nc2ccccc2C(=O)NCc2ccco2)S(=O)(=O)c2ccccc2)c1,16µM*,-26%,?
O=C(O)C1CCCCN1S(=O)(=O)c1ccc(Cl)s1 (stereo not given),-4%,-16%,-10%
COC(=O)c1nnn(CC(=O)Nc2ccc(C)c(F)c2)c1C(=O)OC,-3%,5%,-8%
Cc1cc(=O)oc2cc(OCC(=O)Nc3ccccc3C(N)=O)c(Cl)cc12,0%,-8%,-17%
COc1cc(OC)c(NC(=O)C(Cc2ccccc2)NS(=O)(=O)c2cccc3nsnc23)cc1Cl (stereo not given),?,-17%,?
COc1cc(C[C@@H]2NCCc3cc(O)c(O)cc32)cc(OC)c1OC,-12%,·,-38%
CS(=O)(=O)N(CC(=O)Nc1ccc2c(c1)OCO2)c1ccc(Cl)cc1,-18%,-14%,6%
CC(C)C(NS(=O)(=O)c1ccc2c(c1)C(C)(C)C(=O)N2C)C(=O)NCc1ccccc1Cl (stereo not given),-22%,-1%,1%
Cc1sc2ncnc(N3CCN(c4ncccn4)CC3)c2c1C,?,0%,23µM*
CC1=NCCN1S(=O)(=O)c1cccc([N+](=O)[O-])c1,?,-5%,?
Cc1c(CC(=O)NCC(=O)NCC(=O)O)c(=O)oc2cc3oc4c(c3cc12)CCCC4,?,-6%,?
O=C(Nc1ccc2c(c1)OCCO2)c1cnc2n(c1=O)CCS2,?,-5%,-9%

# Exported with tabs: 16 of the compounds above.
SMILES	DT40 TDP1 no CPT	GCN5L2 inh	TDP1 cell CPT
CN(CCO)C(=O)C(c1ccccc1)c1ccccc1	-10%	-5%	14%
CC1(C)CC(=O)C2=C(C1)N1CCCCC1CC2=O (stereo not given)	-1%	-16%	-4%
CC(=O)c1ccc(NC(=O)COc2ccccc2-c2nc(C(C)C)no2)cc1	?	-10%	-29%
Cc1ccc(OCC(=O)NNC(=S)NCc2ccccc2)cc1	-7%	-4%	15%
Cc1ccc(C)c(N(CC(=O)Nc2ccccc2C(=O)NCc2ccco2)S(=O)(=O)c2ccccc2)c1	16µM*	-26%	?
O=C(O)C1CCCCN1S(=O)(=O)c1ccc(Cl)s1 (stereo not given)	-4%	-16%	-10%
COC(=O)c1nnn(CC(=O)Nc2ccc(C)c(F)c2)c1C(=O)OC	-3%	5%	-8%
Cc1cc(=O)oc2cc(OCC(=O)Nc3ccccc3C(N)=O)c(Cl)cc12	0%	-8%	-17%
COc1cc(OC)c(NC(=O)C(Cc2ccccc2)NS(=O)(=O)c2cccc3nsnc23)cc1Cl (stereo not given)	?	-17%	?
COc1cc(C[C@@H]2NCCc3cc(O)c(O)cc32)cc(OC)c1OC	-12%	·	-38%
CS(=O)(=O)N(CC(=O)Nc1ccc2c(c1)OCO2)c1ccc(Cl)cc1	-18%	-14%	6%
CC(C)C(NS(=O)(=O)c1ccc2c(c1)C(C)(C)C(=O)N2C)C(=O)NCc1ccccc1Cl (stereo not given)	-22%	-1%	1%
Cc1sc2ncnc(N3CCN(c4ncccn4)CC3)c2c1C	?	0%	23µM*
CC1=NCCN1S(=O)(=O)c1cccc([N+](=O)[O-])c1	?	-5%	?
Cc1c(CC(=O)NCC(=O)NCC(=O)O)c(=O)oc2cc3oc4c(c3cc12)CCCC4	?	-6%	?
O=C(Nc1ccc2c(c1)OCCO2)c1cnc2n(c1=O)CCS2	?	-5%	-9%

# Further entries:
SMILES,DT40 TDP1 no CPT,GCN5L2 inh,TDP1 cell CPT
Cc1ccccc1CN(C)C(=O)[C@H](Cc1ccccc1)NC(=O)c1ccco1,?,-1%,?
COc1cccc(NC(=O)c2cc3c(=O)n4ccccc4nc3n(CC(C)C)c2=N)c1,5.8µM*,-1%,6.5µM*
CCN(CC(=O)NCc1ccc(Cl)cc1)C(=O)CCC(=O)c1ccc(F)cc1,?,0%,?
Clc1cccc(-c2ccc(CNCc3ccccn3)o2)c1,?,0%,?
COc1ccc(CCN2C(=O)CC(N3CCC(C(N)=O)CC3)C2=O)cc1OC (stereo not given),?,-9%,26µM*
O=C(c1ncn(Cc2ccccc2)c1C(=O)N1CCN(c2ccccc2)CC1)N1CCN(c2ccccc2)CC1,-61%,1%,?
CC(C)c1ccccc1NC(=O)Cn1c(-c2ccccc2Cl)nc2ccccc21,-5%,-4%,-21%
CN(C)c1ccc(NC(=O)CCCc2ccccc2)cc1,-6%,-22%,-25%
CC(C)C[C@H](NC(=O)c1nc[nH]c1C(=O)N(C)Cc1ccccc1)C(=O)OCc1ccccc1,?,-10%,?
COC(=O)Nc1ccc(S(=O)(=O)N2CCCC(C(=O)NCC3CCCO3)C2)cc1 (stereo not given),-23%,0%,-19%
CN(CC(=O)O/N=C(\N)c1ccccn1)S(=O)(=O)c1ccc(Br)cc1,-35%,1%,-17%
N#CCC(=O)Nc1ccc(C(=O)OC(C(=O)Nc2ccc([N+](=O)[O-])cc2Br)c2ccccc2)cc1 (stereo not given),?,·,?
COC(=O)Cn1c(=NC(=O)C2COc3ccccc3O2)sc2cc(S(N)(=O)=O)ccc21 (stereo not given),18µM*,-6%,?
COc1ccccc1NS(=O)(=O)c1ccc2oc(N)nc2c1,-6%,-1%,-4%
O=C(O)c1ccc(NC(=O)c2ccc3c(c2)C(=O)N(CC2CCCO2)C3=O)cc1 (stereo not given),15%,-8%,-16%
CC(=O)Nc1ccc(N2CCN(C(=O)c3cccs3)CC2)cc1,6%,2%,5%
Nc1ncnc2c1ncn2[C@@H]1O[C@H](C(=O)N[C@H]2c3ccccc3C[C@H]2O)[C@@H](O)[C@H]1O,1%,·,-7%
CCCOc1ccc(C(O)CCNC(CC(=O)O)c2ccccc2)cc1 (stereo not given),3%,-2%,-1%
C/C(=N\NC(=O)c1c(Cl)c(C)nn1C)c1cccc(NC(=O)COc2ccccc2)c1,?,-4%,-29%
CCN(CC(=O)Nc1ccc2c(c1)OCCO2)Cc1cc(=O)oc2c(C)c(C)ccc12,?,-4%,?
COC(=O)c1cccc(NC(=O)CCc2cc(OC)c(OC)c(OC)c2)c1,-22%,3%,10%
Cc1[nH]n(-c2ccccc2)c(=O)c1C=NCc1ccncc1,0%,-7%,7%
CCOC(=O)c1nc(Nc2ccccc2)c2ccccc2n1,?,-13%,?
CCOC(=O)c1ccc(NC(=O)C(=O)NCC2(c3ccc(OC)cc3)CCOCC2)cc1,15µM*,-13%,?
CN(C)S(=O)(=O)c1cc(NC(=O)CNCc2ccccc2)ccc1Cl,?,-1%,-28%

# Entries of single compounds, quoted from the list:
# CC(C)C[C@H](NC(=O)c1nc[nH]c1C(=O)N(C)Cc1ccccc1)C(=O)OCc1ccccc1 reads DT40 TDP1 no CPT = ?; GCN5L2 inh = -10%; TDP1 cell CPT = ?
# O=C(c1ncn(Cc2ccccc2)c1C(=O)N1CCN(c2ccccc2)CC1)N1CCN(c2ccccc2)CC1 reads DT40 TDP1 no CPT = -61%; GCN5L2 inh = 1%; TDP1 cell CPT = ?

# (continued)
SMILES,DT40 TDP1 no CPT,GCN5L2 inh,TDP1 cell CPT
O=C1c2ccccc2C(=O)N1CCN1CCCCC1,-11%,0%,-27%
Cc1cccc(NC(=O)CSc2nnc3[nH]c(=O)cc(-c4ccccc4)n23)c1C,-11%,-16%,?
COc1ccc([C@H]2CC(=O)C=C(c3ccc(OC)nc3)C2)cc1,-6%,?,?
O=C(Nc1ccc(F)cc1F)c1cc(-c2ccc(Cl)cc2)on1,?,-7%,-1%
CC(=O)c1ccc(S(=O)(=O)N2CCN(c3nn(C)c(=O)n(C)c3=O)CC2)cc1,1%,3%,-17%
CN(C)Cc1csc(NC(=O)Nc2ccccc2-c2ccccc2)n1,?,·,?
Cc1cc(=O)cc(C)[nH]1,0%,-7%,-3%
CCc1nnc(NC(=O)CSc2nc3cccnc3n2Cc2ccccc2)s1,-8%,-3%,-19%
CN(Cc1ccccc1)C(=O)c1ccc2nc([C@@H]3O[C@H](CO)[C@H](O)[C@H](O)[C@H]3O)[nH]c2c1,-4%,·,-8%
CCNC(=S)NS(=O)(=O)c1ccccc1,5%,15%,2%
O=C(c1ccc(S(=O)(=O)NCc2ccco2)cc1)N1CCCC(C(F)(F)F)C1 (stereo not given),-25%,-3%,-17%
CC(=O)N1CCN(C(=O)c2ccco2)CC1,-1%,-15%,-6%
O=C(O)CCC/C=C\C[C@@H]1[C@@H](/C=C/[C@@H](O)COc2cccc(C(F)(F)F)c2)[C@H](O)C[C@@H]1O,0%,3%,2%
O=C(CSc1nnc(Cc2ccccc2)n1-c1ccc(F)cc1)N1CCOCC1,-13%,-1%,-14%
COc1ccc(C)cc1NC(=O)CSc1ccc(-c2ccccn2)nn1,21µM*,-17%&-9%,?
O=C(NCCC1CCCCN1S(=O)(=O)c1ccccc1)C(=O)Nc1ccc(F)cc1 (stereo not given),?,-3%,?
CC1CCN(CC(=O)Nc2ccc(N3CCCCCC3)cc2)CC1,?,-4%,?
COCC1CCN(C(=O)c2ccc3oc(Cc4ccccc4)nc3c2)C1 (stereo not given),5%,1%,1%
CC(C)n1nnc(-c2ccc(OCc3ccccc3F)cc2)n1,29%,-12%,-5%
CC1(C)CC(=O)C=C(c2ccccc2CO)C1=O,-9%,·,-22%
COc1ccccc1NS(=O)(=O)c1cc(NC(=O)Cc2n[nH]c(=O)c3ccccc23)ccc1Cl,?,-6%,?
CCC(C(=O)OC)n1cnc2scc(-c3ccc(C)c(C)c3)c2c1=O (stereo not given),?,-3%,?
CN(c1ccc(C(=O)NCC2CCCO2)cc1)S(=O)(=O)c1ccccc1 (stereo not given),-3%,-2%,-21%
CC(=O)Nc1cccc(C(=O)O)n1,15%,2%,0%
